# a7 integrin act – integrin-mediated muscular dystrophy alleviation activation. alpha7betagal myoblasts, beta-gal FDG fluorescence, 48 h. Potency, µM (titrated, usually from 38.3 µM), for inactives: top-dose activation, hits mostly activators. hit rate 0.064% among 350,000;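 note: 100% = response of the positive control SU9516; nearly all actives have a fitted effect of over 60% in size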
#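 Alpha7betagal+/- myoblasts (passage 13) were plated 16-24 hr, then exposed to compounds (1:260 dilution of DMSO stock) for 48 hours at 37C. After MPER lysis, β-galactosidase reporter activity was read as FDG fluorescence (ex 480/em 540) after 30 minutes.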
# BRCA1 expr act – BRCA1 expression activation; MCF7-BRCA1-FFLuc reporter, luminescence, 48 h; response scale: scaled: vehicle 0%, 10 µM genistein 100%; Potency, µM (series often up to 46.1 µM), for inactives: top-dose activation, most hits filed as activators; hit rate 1.1% among 380,000; AID 624202; note: nearly all actives have a fitted effect of over 80% in size; some results filed as inactive show a strong effect at the top dose
#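 Compounds are tested at multiple concentrations on MCF7 BRCA1-luciferase reporter cells seeded at 2000 per well; after 48 h, a single luminescence end-point is taken and curves fitted to the normalized data.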
# * = called active by the depositor; [ ] = remark or other dose. Calls come from the whole dose curve; as a rule, active = well fitted activation curve with a large enough effect; inconclusive = small, poorly fitted or top-dose-only effect; inactive = no such curve, though single readings can be large or run the other way. Potency is the fitted concentration of half-maximal effect. Some of the compounds tested, so the mix of outcomes need not match the whole.
# Results follow in this order: a7 integrin act	BRCA1 expr act
C[C@H]1CN(c2ccccc2)C(=O)[C@@H]1CC(=O)Nc1ccccc1
→ -4%	5%
COc1ccc(NC(=O)O[C@@H](C)[C@@H]2CN3CCc4c([nH]c5ccc(-c6ccc(OC)cc6)cc45)[C@@H]3C[C@@H]2N(C)C(=O)Nc2ccc(OC)cc2)cc1
→ -60%[inhibitor]	-20%
O=C(CSc1nnc(-c2ccncc2)n1C1CC1)c1cccs1
→ 0%	4%
CSc1ncccc1C(=O)OCC(=O)c1ccc(Cl)s1
→ -10%	1%
O=C(COC(=O)c1cc(S(=O)(=O)N2CCOCC2)ccc1Cl)NC1CCCCC1
→ 11%	3%
CCN(CC)C(=O)C1=C(C)N(CCCOC)C(=O)C(CC(=O)NC(c2ccccc2)c2ccccc2)C1 (configuration not stated)
→ -2%	4%
C[C@H]1Cn2cnc(C(=O)NCc3ccc(CNC(=O)OC(C)(C)C)cc3)c2C(=O)N1
→ 14%	0%
Cc1cn([C@H]2C[C@H](O)[C@@H](CNCc3ccc(F)c(N4CCOCC4)c3)O2)c(=O)[nH]c1=O
→ -2%	-8%
CCCNC(=O)N(C)C[C@@H]1Oc2cc(C#C[C@H](C)O)ccc2S(=O)(=O)N([C@H](C)CO)C[C@H]1C
→ 17%	9%
CC(C)OC(=O)N(C)C[C@H]1OCc2cnnn2CCCC(=O)N([C@@H](C)CO)C[C@H]1C
→ 11%	8%
C[C@@H]1CN([C@H](C)CO)S(=O)(=O)c2ccc(Br)cc2O[C@@H]1CN(C)C(=O)Nc1ccc(C(F)(F)F)cc1
→ -55%[inhibitor]	-79%[inhibitor]
Cc1ccc(S(=O)(=O)N2C[C@H]3C(=O)C[C@@H](c4cccc(Cl)c4)N(S(=O)(=O)c4ccc(C)cc4)[C@H]3C[C@H]2c2ccc(Cl)cc2)cc1
→ -15%	7%
C[C@H](CO)N1C[C@H](C)[C@@H](CN(C)Cc2ccccn2)Oc2ncc(Br)cc2C1=O
→ 5%	13%
CC1Cc2ccccc2N1C(=O)Cn1cc(C(F)(F)F)ccc1=O (configuration not stated)
→ 12%	7%
CC(C)CN(C(=O)CSc1nc2ccccc2[nH]1)c1c(N)n(Cc2ccccc2)c(=O)[nH]c1=O
→ 0%	9%
Cc1ccc(NC(=O)C(C)Sc2nnc3n2CCCCC3)cc1S(=O)(=O)N1CCOCC1 (configuration not stated)
→ -6%	-12%
CC(C)/C=C/C(=O)N1CCC(N2CCC(C(=O)NCC3CCCO3)CC2)CC1 (configuration not stated)
→ -3%	57%
COc1ccc(N2CCN(C(=O)c3ccc4c(c3)CCN4S(C)(=O)=O)CC2)cc1
→ -7%	-6%
CCC1=NN(C(=O)c2ccccc2[N+](=O)[O-])C(O)(c2ccccc2)C1 (configuration not stated)
→ -8%	4%
Cc1ccsc1CN(C)CC(=O)N(C)CC(=O)Nc1c(Cl)cccc1Cl
→ -2%	-6%

# The list goes on; it opens with the 7 that closed the last part.
# Results follow in this order: a7 integrin act	BRCA1 expr act
CC1Cc2ccccc2N1C(=O)Cn1cc(C(F)(F)F)ccc1=O (configuration not stated)
→ 12%	7%
CC(C)CN(C(=O)CSc1nc2ccccc2[nH]1)c1c(N)n(Cc2ccccc2)c(=O)[nH]c1=O
→ 0%	9%
Cc1ccc(NC(=O)C(C)Sc2nnc3n2CCCCC3)cc1S(=O)(=O)N1CCOCC1 (configuration not stated)
→ -6%	-12%
CC(C)/C=C/C(=O)N1CCC(N2CCC(C(=O)NCC3CCCO3)CC2)CC1 (configuration not stated)
→ -3%	57%
COc1ccc(N2CCN(C(=O)c3ccc4c(c3)CCN4S(C)(=O)=O)CC2)cc1
→ -7%	-6%
CCC1=NN(C(=O)c2ccccc2[N+](=O)[O-])C(O)(c2ccccc2)C1 (configuration not stated)
→ -8%	4%
Cc1ccsc1CN(C)CC(=O)N(C)CC(=O)Nc1c(Cl)cccc1Cl
→ -2%	-6%
CC1(C)CC(=O)C2=C(C1)OC1=C(C(=O)CC(C)(C)C1)C2c1ccccc1Cl
→ -9%	11%
CCCCCC(=O)N1C[C@@H](O)[C@H](n2cc(COC(=O)c3ccccc3)nn2)C[C@@H]1c1ccc(C)cc1
→ 13%	0%
C[C@@H]1CN([C@H](C)CO)C(=O)CCCn2nncc2CO[C@@H]1CN(C)S(=O)(=O)c1cccc(C#N)c1
→ 8%	22%
CCN(CC)C(=O)C1=C(C)N(Cc2ccc(C(C)(C)C)cc2)C(=O)C(CC(=O)NCCN2CCOCC2)C1 (configuration not stated)
→ 1%	16%
N#CCCn1cc(C(=O)CN2C(=O)NC3(CCc4ccccc43)C2=O)c2ccccc21 (configuration not stated)
→ 7%	-37%
CC1=C(C(=O)N(C)C)CC(CC(=O)NCCc2ccccn2)C(=O)N1Cc1ccc(F)cc1 (configuration not stated)
→ 15%	1%
CCOc1ccc2nc(NC(=O)c3cccc(N4C(=O)CCC4=O)c3)sc2c1
→ 20%	6%
C[C@@H]1CN([C@@H](C)CO)S(=O)(=O)c2ccc(Br)cc2O[C@@H]1CN(C)C(=O)c1ccncc1
→ 27%	1%
Cc1ccc(CN2CCC[C@]3(N[C@H](c4ccc(C)cc4)[C@@H]4C(=O)N(Cc5ccccc5)C(=O)[C@@H]43)C2=O)cc1
→ -5%	-12%
Cc1ccc(S(=O)(=O)N2CCCCC2)cc1NC(=O)C1CCN(C(=O)OC(C)(C)C)CC1
→ -6%	-13%
COC(=O)C(CSCc1ccccc1)NC(=O)CCNC(=O)OCc1ccccc1 (configuration not stated)
→ 18%	-13%
CN(CCCn1ccc(NC(=O)OCc2ccccc2)nc1=O)Cc1ccco1
→ -9%	6%
Cc1cnc(NS(=O)(=O)c2ccc(N)cc2)nc1-c1ccccc1O
→ 7%	9%
CCC/C=C/c1ccc(CN2C(C)C(=O)N(Cc3cn(CCOCOC)nn3)CCS2(=O)=O)cc1 (configuration not stated)
→ 13%	-19%
C=CCN(C(=O)CSc1nc2ccsc2c(=O)n1Cc1ccc(C(=O)O)cc1)c1ccccc1
→ -10%	-7%
Nc1ccccc1CCc1ccccc1N
→ -3%	7%
COc1cccc(C(=O)NCCS(=O)(=O)N2CCCC(C)C2)c1 (configuration not stated)
→ -4%	4%
CCOc1ccccc1NC(=O)c1cc2ccccc2o1
→ 8%	-1%
Cc1c(Cc2ccccc2)[n+](=O)c2ccccc2n1[O-]
→ 6%	7%
O=C(CN1CCN(S(=O)(=O)c2ccc(Br)s2)CC1)NCC1CCCCC1
→ 10%	-1%
O=[N+]([O-])c1ccc(S(=O)(=O)Nc2ccc(-c3ccccc3)cc2)cc1
→ 3%	-18%
O=C(Cn1sc2ccccc2c1=O)Nc1ccc(F)cc1
→ -68%[inhibitor]	-24%
COc1ccc(S(=O)(=O)N2CCCCCC2)cc1NC(=O)CCNC(=O)c1ccc(Cl)cc1
→ -7%	7%
C[C@H]1CN([C@@H](C)CO)C(=O)CCCn2nncc2CO[C@H]1CN(C)C(=O)c1ccc2ccn(C)c2c1
→ -10%	7%
CCN1C(=O)[C@H]2[C@@H](c3ccc(C)cc3)N[C@]3(CCCN(CC4CCCCC4)C3=O)[C@H]2C1=O
→ 11%	5%
COC(=O)C[C@H]1C[C@@H]2c3cc(N(C)C)ccc3O[C@@H]2[C@H](CO)O1
→ -5%	-4%
Cc1ccccc1NC(=O)Cc1nc(COC(=O)CNC(=O)c2ccc(Cl)cc2Cl)cs1
→ 1%	2%
Cc1nccn1CCC(=O)NC1CCCc2c1cnn2-c1ccc(C(C)(C)C)cc1 (configuration not stated)
→ -40%	-1%
O=C(COC(=O)c1cccc(S(=O)(=O)N2CCOCC2)c1)NC1CCCCC1
→ 10%	1%
COc1ccc(/C=C2/SC(=O)N(CCNC(=O)C3CC(=O)N(Cc4ccccc4)C3)C2=O)cc1 (configuration not stated)
→ -15%	70%
Nc1ncnc(N)c1NC(=O)c1cc(Cl)c(OCc2ccccc2)c(Cl)c1
→ 5%	-1%
CCN(CC)S(=O)(=O)c1ccc(O)c(C(=O)OCC(=O)N2CCCc3ccccc32)c1
→ -16%	-2%
Cc1ccc([C@H]2C[C@@H](n3cc(C4CC4)nn3)[C@H](O)CN2C(=O)c2cccs2)cc1
→ 18%	12%
Nc1nc(SCc2ccccc2)sc1C(=O)N1CCCCC1
→ 12%	2.2µM*
O=C(OCc1cn([C@H]2CN(C(=O)c3cccs3)[C@@H](c3ccc(Cl)cc3)C[C@@H]2O)nn1)c1ccccc1
→ -11%	-6%
Cn1c(=O)n(C)c2cc(NC(=O)c3ccccc3)ccc21
→ 18%	-42%
CN1OC[C@@H]2C(=O)N3CCc4c([nH]c5ccccc45)[C@@H]3C[C@@H]21
→ 13%	-5%
Cc1ccc(S(=O)(=O)NN=CC=CC=NNS(=O)(=O)c2ccc(C)cc2)cc1
→ -9%	0%
COc1ccc2nc3n(c(=O)c2c1)-c1ncccc1C(=O)NC3C (configuration not stated)
→ -7%	0%
COc1cccc(-c2cccc(NC(=O)C3CCN(CCCn4cccn4)CC3)c2)c1
→ -39%	-3%

# Look-ups from the entries so far.
# a7 integrin act result of COC(=O)C[C@H]1C[C@@H]2c3cc(N(C)C)ccc3O[C@@H]2[C@H](CO)O1 = -5%
# a7 integrin act result of O=[N+]([O-])c1ccc(S(=O)(=O)Nc2ccc(-c3ccccc3)cc2)cc1 = 3%

# Additional entries follow.
structure | a7 integrin act | BRCA1 expr act
Cc1cc(C)n2c(SCC(=O)N(CCC#N)c3ccc4c(c3)OCCO4)nnc2n1 | -6% | -8%
CN(C)c1ccc(C(=O)C=Cc2ccc([N+](=O)[O-])cc2)cc1 | 5% | 21%
COc1ccc(Oc2c(OC)cc(NCc3ccc(CN)cc3)c3ncccc23)cc1 | -13% | -2%
CCOc1cc(N2CCOCC2)c(OCC)cc1NC(=O)c1cccc(S(=O)(=O)N2CC(C)OC(C)C2)c1 (configuration not stated) | 0% | -7%
COc1ccc(NC(=O)CN2C(=O)C3CC=CCC3C2=O)cc1Cl (configuration not stated) | -4% | 4%
Nn1c(COc2ccccc2F)nnc1SCC(=O)NCC1CCCO1 (configuration not stated) | 15% | 0%
Cc1ccc([C@H]2N[C@]3(CCCN(Cc4ccc(C(F)(F)F)cc4)C3=O)[C@H]3C(=O)N(C)C(=O)[C@@H]23)cc1 | -3% | 20%
COc1cc2c(cc1OC)C(CNC(=O)C=Cc1cc(OC)c(OC)c(OC)c1)C2 (configuration not stated) | 10% | -10%
O=C(c1ccc(F)cc1)C1CCN(Cc2ccccc2F)CC1 | -20% | 7%
C[C@H](CO)N1C[C@H](C)[C@@H](CN(C)C(=O)Nc2cc(F)ccc2F)Oc2ncc(-c3cccc(F)c3)cc2C1=O | -12% | 6%
COCC(=O)N(C)C[C@@H]1Oc2cc(-c3ccc(F)cc3)ccc2S(=O)(=O)N([C@H](C)CO)C[C@H]1C | 25% | -3%
Cc1ccc(S(=O)(=O)NN=CC2(c3ccccc3)CC2)cc1 | 1% | 5%

# Retrieved one by one from above, 2 records:
structure | a7 integrin act | BRCA1 expr act
Nn1c(COc2ccccc2F)nnc1SCC(=O)NCC1CCCO1 (configuration not stated) | 15% | 0%
COc1ccc(Oc2c(OC)cc(NCc3ccc(CN)cc3)c3ncccc23)cc1 | -13% | -2%

# Other results:
structure | a7 integrin act | BRCA1 expr act
C[C@H]1CN([C@@H](C)CO)C(=O)CCCn2nncc2CO[C@@H]1CN(C)Cc1cccc(C(F)(F)F)c1 | -3% | 0%
COc1ccc(C(=O)Nc2cc(S(=O)(=O)N3CCCCC3)ccc2C)cc1 | 0% | -31%
COc1cccc2c(=O)c3c(oc12)CCCC3 | -6% | 7%
CCCCCC(=O)N1C[C@@H](n2cc(COC(=O)c3ccccc3)nn2)[C@H](O)C[C@@H]1c1ccc(C)cc1 | 19% | 8%
C[C@H]1CN([C@@H](C)CO)C(=O)c2cc(Br)cnc2O[C@@H]1CN(C)C(=O)C1CCC1 | 9% | 15%
Cc1cccc(S(=O)(=O)N(C)C[C@@H]2OCc3cnnn3CCCC(=O)N([C@H](C)CO)C[C@@H]2C)c1 | 8% | -4%
COc1ccc(OC)c(NC(=O)CCNS(=O)(=O)c2ccc3c(c2)CC(C)N3C(C)=O)c1 (configuration not stated) | -3% | -10%
O=C(CSc1nc(-c2ccccc2)c(-c2ccccc2)o1)N1CCCCC1 | -18% | 1%
O=C(c1ccco1)N1CCN(C(=O)c2cnn(-c3ccc(F)cc3)c2-n2cccc2)CC1 | 14% | -28%
Cc1ccc(S(=O)(=O)N2C[C@]3(O)C[C@@H]4C(=O)N(c5ccccc5)C(=O)[C@@H]4C[C@]3(OC(=O)NCc3ccco3)C2)cc1 | -1% | 31%
O=C(NC1CCCCC1)c1cccc(NC(=O)c2ccccc2Cl)c1 | -4% | -9%
CCC/C=C/c1ccc(CN2C(C(C)C)C(=O)N(Cc3cn(CC4CCCCC4)nn3)CCS2(=O)=O)cc1 (configuration not stated) | -56%[inhibitor] | -79%
COCCCn1c(=O)/c(=C/c2ccccc2OC(C)C)s/c1=C(\C#N)C(=O)Nc1ccc(C(=O)O)cc1 | -12% | -8%
C[C@H](CO)N1C[C@H](C)[C@@H](CN(C)CC2CCOCC2)Oc2cc(C#Cc3ccccc3F)ccc2S1(=O)=O | -49%[inhibitor] | -62%
CCc1cc(-c2nnn(CCC3COCCO3)c2CC)cc(CC)c1-c1cn(Cc2ccc3ccccc3c2)nn1 (configuration not stated) | 15% | -31%
